Screening results (PubChem)
AID inhibitor – Primary qHTS assay for inhibitors of Activation Induced Cytidine Deaminase (AID): AID signal | Single-stranded DNA cytosine deaminase (Homo sapiens), Q9GZX7 | AID deamination FRET fluorescence, UDG-coupled, 4 h | Potency, µM (doses to about 115 µM), without a hit: at the highest dose activity change, negative = inhibition, most hits filed as inhibitors | hit rate 0.32% among 91,000; note: nearly all actives have a fitted effect of over 25% in size
Target sequence (Q9GZX7 whole entry, looked up): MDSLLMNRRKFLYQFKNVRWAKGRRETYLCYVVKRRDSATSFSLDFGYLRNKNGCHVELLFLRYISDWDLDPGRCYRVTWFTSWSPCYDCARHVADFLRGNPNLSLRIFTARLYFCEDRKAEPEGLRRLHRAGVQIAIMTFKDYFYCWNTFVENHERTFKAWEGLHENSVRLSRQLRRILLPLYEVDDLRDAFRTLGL
UDG counterscr – Primary qHTS assay for inhibitors of Activation Induced Cytidine Deaminase (AID): UDG Counterscreen signal. Uracil-DNA glycosylase. hit rate 0.14% among 91,000. FRET deamination/UDG coupled assay, UDG read, 4 h. Potency, µM (top dose mostly 115 µM), for inactives: at the highest dose activity change, negative = inhibition, hits mostly inhibitors. AID 1347430, 2020; note: nearly all actives have a fitted effect of over 65% in size
Starred values were filed as active, the others as inactive; ? = inconclusive; & = joins results of further samples; [ ] = remark or other dose. Calls come from the whole dose curve; as a rule, active = well fitted curve in the direction sought with a large enough effect; inconclusive = small, poorly fitted or top-dose-only effect, or another doubt; inactive = no such curve, though single readings can be large; an effect the other way counts as inactive or inconclusive. % is set by controls: 0 for no effect and ±100 for the full control effect; potency is the fitted concentration of half-maximal effect. An excerpt (hit frequency here may not be typical).

SMILES	AID inhibitor	UDG counterscr
Cc1cc(C(=O)N2CCN(c3ccccc3)CC2)c2c(C)nn(-c3cccc(F)c3)c2n1	-6%	-4%
Cc1ccc(C)c(-c2nc3ccc(C)cc3c(C(=O)O)c2C)c1	5%	4%
CCCC(=O)Nc1c(C(=O)N2CCN(c3ccccc3)CC2)oc2ccccc12	-19%	10%
COc1ccc(OC)c(NC(=O)c2ccc3c(c2)c(C)c(C)n3Cc2ccc(F)cc2)c1	-2%	16%
COc1ccc(C(=O)c2ccc(F)cc2)cc1	-2%	1%
Cc1ccc(N(C)C(=O)Cn2nc(Cc3ccncc3)c3ccccc3c2=O)cc1C	-24%	-1%[57.5 µM]
Cn1c(NCCO)nc2c1c(=O)n(Cc1ccccc1Cl)c(=O)n2C	3%	10%
Fc1ccc(Nc2nc(N3CCOCC3)c3ccccc3n2)cc1	7%	-7%
CN(Cc1cnc2nc(N)nc(N)c2n1)c1ccc(C(=O)N[C@@H](CCC(=O)O)C(=O)O)cc1	-12%	-9%
CN(C)S(=O)(=O)N(CC(=O)NCCSCc1ccc(Cl)cc1Cl)c1ccccc1	-1%	1%
N#Cc1cc2nc(O)c(O)nc2cc1[N+](=O)[O-]	-4%	-5%
Cc1ccc(NC(=O)Cn2ccc3sccc3c2=O)c(C)c1	1%	-1%
O=C(Nc1ccc(Cl)c(C(F)(F)F)c1)c1c(Cl)cccc1Cl	-1%	-4%
CCOC(=O)c1c(C)[nH]c(C)c1S(=O)(=O)N1CCC(C(=O)N2CCN(c3ccc(Cl)cc3)CC2)CC1	-15%	14%
Cc1cc(NC(=O)N(Cc2ccncc2)C2CC2)no1	4%	4%
Cc1ncc(-c2ccc(S(=O)(=O)Nc3ccc(F)cc3C)cc2)o1	-6%	-1%
CCCCCCCCCCC(=O)Nc1cccc(C)c1C	2%	-1%
CC(C)CNc1nc(-c2ccc(S(=O)(=O)N3CCCCCC3)cc2)cs1	-9%	-9%
COC(=O)c1c(NC(=O)CCCOc2ccc(C(C)(C)C)cc2)sc2c1C(C(=O)OC)CC2 (stereo not drawn)	?	-8%
CC(C)(C)OC(=O)CN(CCc1ccccc1)CCS(C)(=O)=O	1%	-1%
COc1ccc(NC(=O)c2cc3ccccc3o2)c(OC)c1	-1%	-2%
CSc1nn(Cc2ccc(C)cc2)c(N)c1S(=O)(=O)c1ccccc1	?	-5%
Cc1c(-c2ccccc2)n(Cc2ccccc2)c2ccccc12	-7%	-8%
COc1ccc(Cl)cc1NC(=O)C1CCN(S(=O)(=O)c2ccc3c(c2)CCCN3C(=O)C2CCC2)CC1	-9%	-14%
CCOc1ccc(S(=O)(=O)Nc2cc(Cl)ccc2OC)c2cccnc12	1%	4%

3 entries picked at random from those above:
SMILES	AID inhibitor	UDG counterscr
CCOC(=O)c1c(C)[nH]c(C)c1S(=O)(=O)N1CCC(C(=O)N2CCN(c3ccc(Cl)cc3)CC2)CC1	-15%	14%
O=C(Nc1ccc(Cl)c(C(F)(F)F)c1)c1c(Cl)cccc1Cl	-1%	-4%
Cc1ccc(NC(=O)Cn2ccc3sccc3c2=O)c(C)c1	1%	-1%

(more compounds)
SMILES	AID inhibitor	UDG counterscr
O=C(COCc1cc(-c2ccco2)on1)Nc1ccc(OC(F)(F)F)cc1	6%	1%
O=c1c2sccc2ncn1Cc1coc(-c2cccc(Cl)c2)n1	-12%	-11%
CCc1ccccc1N(C)C(=O)Cn1cnc2sc(C)c(S(=O)(=O)N3CCN(c4ncccn4)CC3)c2c1=O	23%	-2%
COc1ccc(Cl)cc1NC(=O)CSc1nnc2[nH]c(=O)cc(C)n12	-8%	-6%
Cc1ccc(CN(C)C(=O)Cn2nnn(-c3cccs3)c2=O)cc1	-2%	-2%
COc1ccc(-c2cc(=O)c3c(ccc4ccccc43)o2)cc1	-12%	-2%
COC(=O)C1=C(C)OC(N)=C(C#N)C1c1cccc(C(F)(F)F)c1 (stereo not drawn)	20%	7%
CC(C)S(=O)(=O)NCC1CCCN(C(=O)c2ccc3ccccc3n2)C1 (stereo not drawn)	0%	-7%
CC1CCCC(NC(=O)c2cc(Sc3cccc(Cl)c3)nc3ccccc23)C1C (stereo not drawn)	-3%	-7%
CCOc1ccc(CCNC(=O)c2cc(=O)[nH]c3ccc(S(=O)(=O)N4CCCCC4C)cc23)cc1OCC (stereo not drawn)	9%	-2%
Cc1ccc(S(=O)(=O)NCC(c2ccc(N(C)C)cc2)N2CCc3ccccc32)cc1C (stereo not drawn)	-11%	-10%
Cc1oc(-c2cccs2)nc1C(=O)N1CCOCC1	-1%	-11%
CCOC(=O)N1CCN(/[N+]([O-])=N/Oc2ccc([N+](=O)[O-])cc2[N+](=O)[O-])CC1	?	-10%
O=c1[nH]c(CSc2nc3ccccc3o2)nc2cc(Cl)ccc12	-3%	-5%
Cc1ccc(-c2n[nH]c(=O)c3ccccc23)cc1S(=O)(=O)NCCO	-1%	-8%
COC(=O)c1c(SC)nc2ccccc2c1OCc1ccc(C)cc1C	-16%	2%
CCN(CC)S(=O)(=O)c1ccc(Cl)c(NC(=O)COC(=O)c2cc(=O)c3ccccc3o2)c1	-7%	-8%
COc1ccccc1C(=O)N/C(=C\c1cn(S(=O)(=O)N(C)C)c2ccccc12)C(=O)N1CCCC1	-4%	5%
CC(Sc1ccc(Cl)cc1)C(=O)NC1CC2CCC1C2 (stereo not drawn)	2%	2%
CC(C)c1nn2c(=O)cc(COC(=O)CNC(=O)c3ccccc3)nc2s1	5%	-5%
CSCc1c(C(=O)OC2CCOC2=O)oc2ccccc12 (stereo not drawn)	-3%	4%
COc1cc2cc(CNc3ccccc3)c(=O)n(CC(=O)Nc3ccccc3)c2cc1OC	199%[activator]	1%
Cc1noc2nc(C(=O)O)nc(N3CCCCC3)c12	2%	3%
CC(C)c1ccccc1Oc1c(C(F)(F)F)oc2c(CN3CCN(C)CC3)c(O)ccc2c1=O	35%[activator]	-10%
COc1ccc(OC)c(CCNC(=O)c2nn(C)c3c2CS(=O)(=O)c2ccccc2-3)c1	-17%	-2%

Two entries from above, field by field.
mol: CC(Sc1ccc(Cl)cc1)C(=O)NC1CC2CCC1C2 (stereo not drawn)
  AID inhibitor: 2%
  UDG counterscr: 2%
mol: Cc1ccc(-c2n[nH]c(=O)c3ccccc23)cc1S(=O)(=O)NCCO
  AID inhibitor: -1%
  UDG counterscr: -8%

Later entries
SMILES	AID inhibitor	UDG counterscr
CCc1sc(C(=O)NCc2ccccc2OC)cc1C	-2%	-2%
O=c1[nH]c2ccc(S(=O)(=O)Nc3cc(Cl)ccc3O)cc2o1	15%	-11%
O=C(CCc1cn(Cc2ccc(F)cc2)c2ccccc12)NC1CCCCC1	4%	1%
COc1ccccc1CCN1COc2c(cc3c(C)c(C)c(=O)oc3c2C)C1	46%[activator]	33%[activator]
O=C(NC(c1ccccc1)c1ccc(Br)cc1)C(c1ccccc1)C1CCCC1 (stereo not drawn)	0%	5%
CCCN(CCC)CCCNC(=O)Cn1ncc2c3ccccc3n(Cc3ccc(F)cc3)c2c1=O	3%	-6%
Cc1cc(OCC(=O)Nc2ccc3c(c2)OCCO3)c2c(C)cc(=O)oc2c1	-18%	1%
N#Cc1cccc(CSc2nccc(C(F)(F)F)n2)c1	-12%	-6%
COCCn1c(C)cc(O)c(C(c2ccc(F)cc2)N2CCN(c3ccccc3)CC2)c1=O (stereo not drawn)	6%	16%
CCCNC(=O)CSc1cn(CC(=O)N2CCCCCC2)c2ccccc12	6%	-10%[57.5 µM]
O=C(NCC(c1ccc2c(c1)OCO2)N1CCOCC1)C(=O)Nc1ccc(Cl)cc1 (stereo not drawn)	10%	12%
Cc1ccc(S(=O)(=O)NC(CO)C(=O)O)cc1 (stereo not drawn)	6%	9%
COc1ccc(C2=NS(=O)(=O)N(C)C(C(=O)NCc3ccccc3)=C2)cc1OC	-13%	-9%
CC(C)(C)CC(=O)NCC(=O)C(C#N)c1ccc2ccccc2n1 (stereo not drawn)	36%[activator]	-1%
COc1ccc(C)cc1-n1nnc(C(=O)Nc2ccc(Br)cc2)c1C	-7%	-9%
O=C1CSC2(C(=O)N(Cc3ccccc3)c3ccccc32)N1c1ccc(Cl)cc1 (stereo not drawn)	?	-8%
Cc1nc(SCc2nc(-c3ccc(Cl)cc3)oc2C)[nH]c(=O)c1C	3%	1%
COc1ccc(-c2[nH]ncc2-c2ccccc2)c(O)c1	1%	-2%
CC1CCCC(NC(=O)c2ccc3c(Cl)c4c(nc3c2)CCC4)C1C (stereo not drawn)	-18%	-8%
CCOc1ccc(OCC)c(NC(=O)CCc2c(C)nc3c(c2C)c(=O)n(C)c(=O)n3C)c1	2%	7%
COc1ccc(CCn2c(=O)c3cccnc3n(CC(=O)Nc3c(C)cccc3C)c2=O)cc1OC	2%	-1%
CC(=O)c1c(C)c(C)cc(C)c1C	3%	-1%
Cc1ccc(NC(=O)NC(=O)CN(C)c2ccccc2)c(C)c1	-2%	-1%
CC1CCC(C(=O)Nc2ccc3ccccc3c2)CC1 (stereo not drawn)	-15%	-23%
COc1ccc(-c2cc(-c3ccc4c(c3)NC(=O)CO4)nc3c2COc2ccc(F)cc2-3)cc1	9%	-4%

(cont.)
SMILES	AID inhibitor	UDG counterscr
COC(=O)c1ccc(NC(=O)C(=O)NCCc2sc3nc(-c4ccc(OC)cc4)nn3c2C)cc1	10%	-3%
Cc1ccc(NC(=O)Cn2c(=O)n(Cc3ccco3)c(=O)c3ccccc32)cc1	24%	-13%
CCN(Cc1ccccc1)Cc1c(O)ccc2c(=O)c(-c3ccc(Cl)cc3)coc12	10%	-10%
O=C(NCc1cccs1)c1ccccc1-c1ccccc1	5%	3%
O=C(NCCc1c[nH]c2ccc(Cl)cc12)c1c(F)cccc1F	-1%	-9%
COc1ccccc1-c1nc(SCc2cc(=O)n3c4c(sc3n2)CCCC4)n[nH]1	0%	3%
CC(C)(C)c1ccc(C(=O)NCC(c2cccs2)N2CCCC2)cc1 (stereo not drawn)	-11%	-3%
COc1ccc(-n2c(=O)c3sc4ccccc4c3n(Cc3ccccc3)c2=O)cc1	9%	-4%
FC(F)(F)c1cnc(Sc2nnc3ccccn23)c(Cl)c1	-3%	2%
CCC(=O)Nc1c(C(=O)N2CCN(c3ccc(F)cc3)CC2)oc2ccccc12	13%	7%
CN(C(=O)c1ccc2c(c1)C(=O)c1ccccc1-2)C1CCCc2ccccc21 (stereo not drawn)	-13%	-4%
O=C(Cn1cc(S(=O)(=O)N2CCCC2)c(S(=O)(=O)N2CCCC2)c1)Nc1ccc(F)cc1	5%	-6%
CCCCCc1ccc(-c2ccc(C(=O)Oc3ccc(CC)cc3)cc2)nc1	-1%	3%
CC(C)OCCCNC(=O)CCc1ncc(-c2ccc(F)cc2F)o1	2%	-2%
COC(=O)c1ccc(NC(=O)CSc2cn(CC(=O)N3CCCCC3)c3ccccc23)cc1	8%	-2%
Cn1c(Sc2ncc(C(F)(F)F)cc2Cl)nnc1-c1ccccc1	-5%	0%
O=C(O)Cn1c(=O)c2c3c(sc2n(Cc2ccc(F)cc2)c1=O)CCC3	-5%	8%
COc1ccc(Cl)cc1NC(=O)COc1ccccc1F	0%	3%
CCOC(=O)c1cc(-c2ccc(F)cc2)n(CCC(=O)Nc2nc3ccc(OC)cc3s2)c1C	-12%	29%
O=C(O)CCc1ccc(Cl)cc1Cl	-5%	-6%
CCOc1cc2ccccc2cc1C(=O)N1CCN(CC(=O)Nc2cccc(F)c2)CC1	-14%	-11%
CCc1c(C)sc(NC(=O)/C=C/c2c(F)cccc2Cl)c1C#N	11%	5%
COC(=O)NCCC(c1ccccc1)c1ccccc1	-5%	-3%
Fc1ccc(NC(=S)N(Cc2ccccc2)Cc2ccccc2)cc1	-5%	-6%
Cc1ccc2nc(-c3ccc(C)c(C)c3)cc(C(=O)O)c2c1	5%	0%

Grouped by structure, the compounds so far containing bromine.
SMILES	AID inhibitor	UDG counterscr
O=C(NC(c1ccccc1)c1ccc(Br)cc1)C(c1ccccc1)C1CCCC1 (stereo not drawn)	0%	5%
COc1ccc(C)cc1-n1nnc(C(=O)Nc2ccc(Br)cc2)c1C	-7%	-9%

In a second layout: 2 of the compounds above.
| molecule | AID inhibitor | UDG counterscr |
| --- | --- | --- |
| COC(=O)NCCC(c1ccccc1)c1ccccc1 | -5% | -3% |
| Fc1ccc(NC(=S)N(Cc2ccccc2)Cc2ccccc2)cc1 | -5% | -6% |

Other entries follow.
SMILES	AID inhibitor	UDG counterscr
COc1ccc(OC)c(-c2nc(Nc3ccccc3C)sc2CC(=O)O)c1	-27%	-19%
CN(C)S(=O)(=O)c1ccc2c(c1)N(CC(=O)NCc1ccccc1)C(=O)C1CCCCN21 (stereo not drawn)	14%	9%
COc1ccc(CCNC(=O)C(=O)NCC(c2cccs2)S(=O)(=O)c2ccc(C)cc2)cc1 (stereo not drawn)	18%	-2%
Cc1ccc(NC(=O)c2c(NC(=O)Cc3ccccc3)sc3c2CCCC3)cc1	-7%	-5%
COc1ccc(C(=O)NC2(C(F)(F)F)C(=O)NC(C)=C2C#N)cc1OC (stereo not drawn)	-3%&7%	-3%&-5%
CC(=O)c1ccc(OCc2cccc3ccccc23)cc1	-6%	-8%
CC(C)(C)c1ccc(C(=O)Nc2sc3c(c2C#N)CCC(C(C)(C)C)C3)cc1 (stereo not drawn)	2%	-7%
O=C(OCc1cc(=O)n2nc(-c3cccs3)sc2n1)c1ccc(F)cc1	71%[activator]	36%[activator]
O=C(NCCCc1nc2ccccc2n1Cc1c(F)cccc1Cl)C1CCCCC1	20%	?
CCCCNC(=S)Nc1cccc(C(F)(F)F)c1	-3%	7%
O=S(=O)(NCc1ccc(Cl)cc1)c1ccc2[nH]c3c(c2c1)CCCC3	79%[activator]	-18%[57.5 µM]
